# Rab9 promoter act – qHTS Assay for Rab9 Promoter Activators; Huh7 Rab9 promoter-luciferase reporter, luminescence, 24 h; AID 485297, 2010; 320,000 tested, 2.8% active; Potency, µM (titrated, usually from 9.22 µM), without a hit: at the highest dose activation, negative = inhibition, usual class: activators; note: potency is the fitted concentration of half-maximal effect; % of control where 0% means no effect; nearly all actives have a fitted effect of over 60% in size
#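 Quantitative HTS format; Huh7 Rab9-luciferase reporter cells (1500/well) receive compound 2 h post-plating, incubate 24 h at 37 °C, then get luciferase reagent for 10 min before luminescence reading.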
# p53 reactivation – qHTS assay for re-activators of p53 using a Luc reporter. H1299 p53-A138V BP100-luciferase reporter, luminescence, 24 h. AID 504706, 2011. 320,000 tested, 0.063% active. Potency, µM (highest dose often 92.2 µM), inactives show at the top dose activity change, positive = activation, usual class: activators; note: potency is the fitted concentration of half-maximal effect; % of control where 0% means no effect; nearly all actives have a fitted effect of over 45% in size
#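 p53-null H1299 cells stably carrying temperature-sensitive p53-A138V and a BP100-luciferase reporter were pinned with compounds (4-point, 1:5 series) and held 24 hrs at 37 deg C. Luminescence was read 10 min after detection reagent.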
# VP16 counter – VP16 counterscreen qHTS for inhibitors of ROR gamma transcriptional activity | Drosophila S2 Gal4-VP16 UAS-luciferase, luminescence, 20 h | Potency, µM (highest dose often 53.6 µM), inactives show at the top dose activity, negative = inhibition, usual class: inhibitors | 310,000 tested, 3.5% active;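 note: Gal4-VP16 expression switched on by copper sulfate through the metallothionein promoter; potency is the fitted concentration of half-maximal effect; % is set by controls: 0 for no effect and ±100 for the full control effect; nearly all actives have a fitted effect of over 50% in size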
# ELG1 repair inh – qHTS screen for small molecules that inhibit ELG1-dependent DNA repair in human embryonic kidney (HEK293T) cells expressing luciferase-tagged ELG1 | HEK293T ELG1-luciferase reporter, luminescence, 16 h; DNA damage induced by 5-fluorouridine | Potency, µM (top dose mostly 46.1 µM), without a hit: at the highest dose activity change, negative = inhibition, hits mostly inhibitors | 330,000 tested, 2.3% active | AID 504467, 2011; note: potency is the fitted concentration of half-maximal effect; % is set by controls: 0 for no effect and ±100 for the full control effect; nearly all actives have a fitted effect of over 55% in size
#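 5-Fluorouridine DNA damage + compound/DMSO, 2,000 cells/well, 16 h, 37 °C/5% CO2. ONE-Glo, 30 min RT, luminescence. Readout = decrease in reporter signal.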
# TRPV1 ag – HTS Assay for Compounds that Act as Agonists of the Vanilloid Receptor 1 | Transient receptor potential cation channel subfamily V member 1 (Homo sapiens), Q8NER1 | TRPV1-expressing cells, Fluo-8 calcium influx, agonist mode | activation, % at 8.33 µM | 320,000 tested, 0.19% active | AID 540275, 2011; in the data active = activation above about 80%; inconclusive = between about 30% and that limit; note: 0% is about no effect
#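 Fluo-8 calcium influx in TRPV1-expressing cells, kinetic read (ex 480/em 520 nm). Compound added and read 3 min for agonist activity, followed by capsaicin at EC20 final and 2 min further read for enhancement.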
# Tb PFK inh – qHTS Assay to Find Inhibitors of T. brucei phosphofructokinase. T. brucei PFK, ADP-Glo luminescence. ATP-dependent 6-phosphofructokinase (Trypanosoma brucei brucei), O15648. Potency, µM (top dose mostly 57.5 µM), without a hit: top-dose activity, negative = inhibition, most hits filed as inhibitors. 330,000 tested, 0.17% active. AID 485367, 2010;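 note: potency is the fitted concentration of half-maximal effect; 0% = uninhibited 1x PFK enzyme wells and -100% = no-enzyme wells; nearly all actives have a fitted effect of over 60% in size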
# Target sequence (O15648 whole entry, looked up): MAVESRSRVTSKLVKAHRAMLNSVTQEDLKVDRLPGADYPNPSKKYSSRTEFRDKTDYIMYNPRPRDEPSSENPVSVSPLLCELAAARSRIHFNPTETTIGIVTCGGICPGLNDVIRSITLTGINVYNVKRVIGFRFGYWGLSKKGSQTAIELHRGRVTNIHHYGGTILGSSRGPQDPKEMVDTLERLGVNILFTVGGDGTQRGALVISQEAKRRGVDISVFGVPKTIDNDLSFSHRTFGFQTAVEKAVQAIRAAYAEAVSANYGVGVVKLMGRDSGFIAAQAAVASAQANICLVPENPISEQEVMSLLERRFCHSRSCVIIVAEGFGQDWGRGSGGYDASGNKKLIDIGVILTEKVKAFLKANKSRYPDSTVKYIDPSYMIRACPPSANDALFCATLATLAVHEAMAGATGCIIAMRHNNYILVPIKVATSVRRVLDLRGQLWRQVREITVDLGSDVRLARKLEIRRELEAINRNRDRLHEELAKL
#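 Activity is normalized to no-enzyme wells (full inhibition) and 1.25 nM enzyme wells (no inhibition). Reaction: 0.5 mM F6P, 0.1 mM ATP, 45 min RT, ADP-Glo luminescence; concentration-response curves fitted and classed by quality.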
# ELG1 genotoxic – qHTS screen for small molecules that induce genotoxicity in human embryonic kidney (HEK293T) cells expressing luciferase-tagged ELG1 | Potency, µM (doses to about 46 µM), for the others: at the top dose activity change, positive = activation, actives largely listed as activators | 330,000 tested, 1.3% active | HEK293T ELG1-luciferase reporter, luminescence, 16 h; note: potency is the fitted concentration of half-maximal effect; % of control where 0% means no effect; nearly all actives have a fitted effect of over 60% in size
#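 HEK293T cells expressing luciferase-tagged ELG1 were treated with compound or DMSO for 16 hr at 37°C. Luciferase activity was then read after 30 min with ONE-Glo at room temperature; rising signal flags genetic stress.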
# RORg inh – qHTS for inhibitors of ROR gamma transcriptional activity. 310,000 tested, 5.4% active. Potency, µM (series often up to 53.6 µM), for the others: top-dose activity change, negative = inhibition, hits mostly inhibitors. Drosophila S2 Gal4-RORgamma UAS-luciferase reporter, 20 h. Nuclear receptor ROR-gamma (Mus musculus), P51450; note: potency is the fitted concentration of half-maximal effect; % is set by controls: 0 for no effect and ±100 for the full control effect; nearly all actives have a fitted effect of over 60% in size
# Target sequence (P51450 whole entry, looked up, the tested form may be a part): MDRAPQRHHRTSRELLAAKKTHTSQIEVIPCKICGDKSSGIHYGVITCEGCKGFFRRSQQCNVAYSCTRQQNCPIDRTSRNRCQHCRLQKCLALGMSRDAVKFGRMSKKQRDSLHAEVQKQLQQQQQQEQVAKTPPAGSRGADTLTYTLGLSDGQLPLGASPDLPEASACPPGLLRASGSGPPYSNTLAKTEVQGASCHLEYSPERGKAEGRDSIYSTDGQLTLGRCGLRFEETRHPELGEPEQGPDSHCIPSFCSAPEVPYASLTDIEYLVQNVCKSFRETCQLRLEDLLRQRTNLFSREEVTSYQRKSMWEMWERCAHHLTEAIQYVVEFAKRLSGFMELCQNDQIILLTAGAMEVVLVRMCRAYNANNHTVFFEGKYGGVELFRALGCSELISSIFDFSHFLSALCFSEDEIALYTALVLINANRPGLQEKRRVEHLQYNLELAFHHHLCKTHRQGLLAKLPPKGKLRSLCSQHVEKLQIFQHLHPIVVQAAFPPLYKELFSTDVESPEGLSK
#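 Stably transfected Drosophila Schneider cells are the test system, with ROR gamma fused to Gal4 and luciferase under UAS control; luminescence is read after 20 hr of 700 uM copper sulfate induction at ambient temperature.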
# BRCA1 expr up – qHTS Assay to Identify Small Molecule Activators of BRCA1 Expression | Potency, µM (doses to about 46.1 µM), for inactives: top-dose activation, most hits filed as activators | 380,000 tested, 1.1% active | AID 624202, 2012 | MCF7-BRCA1-FFLuc reporter, luminescence, 48 h; response scale: scaled: vehicle 0%, 10 µM genistein 100%; note: potency is the fitted concentration of half-maximal effect; nearly all actives have a fitted effect of over 80% in size; some results filed as inactive show a strong effect at the top dose
#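 Cells: MCF7-BRCA1-FFLuc, 2000/well. Exposure: 48 h, 37 °C, 5% CO2. Read: luminescence, 15 min post-substrate. Controls: genistein 10 microM (maximal activation), DMSO (neutral).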
# NPC1 prom act – qHTS Assay for NPC1 Promoter Activators; Potency, µM (doses to about 9.22 µM), for the others: top-dose activation, usual class: activators; AID 485313, 2010; Huh7 NPC1 promoter luciferase reporter, 24 h; 320,000 tested, 2.4% active;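 note: potency is the fitted concentration of half-maximal effect; % of control where 0% means no effect; nearly all actives have a fitted effect of over 60% in size; reporter is driven by a mutant NPC1 promoter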
#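 NPC1 promoter–luciferase Huh7 cells; 24 h compound; luminescence.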
# FLuc modulator – qHTS profiling assay for firefly luciferase inhibitor/activator using purifed enzyme and Km concentrations of substrates (counterscreen for miR-21 project); purified FLuc, Km substrates, luminescence inhibition; 360,000 tested, 6.9% active; AID 588342, 2011; Potency, µM (series often up to 57.5 µM), inactives show at the highest dose activity change, negative = inhibition, usual class: inhibitors; Luciferin 4-monooxygenase (Photinus pyralis), P08659;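 note: potency is the fitted concentration of half-maximal effect; plate controls were vehicle for no effect and reference inhibitor for full effect; nearly all actives have a fitted effect of over 55% in size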
#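 Biochemical qHTS of compounds, final roughly 60 µM downward over six points, against 10 nM purified firefly luciferase using Km concentrations of substrates (10 uM D-luciferin, 10 uM ATP) in Tris acetate pH 7.5 buffer; luminescence output.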
# * = called active by the depositor; ? = inconclusive; · = not tested or not shown; [ ] = remark or other dose. Unless noted, calls come from the whole dose curve; as a rule, active = well fitted curve in the direction sought with a large enough effect; inconclusive = small, poorly fitted or top-dose-only effect, or another doubt; inactive = no such curve, though single readings can be large; an effect the other way counts as inactive or inconclusive.
# Values in the order – ELG1 repair inh	BRCA1 expr up	FLuc modulator	VP16 counter	NPC1 prom act	Rab9 promoter act	Tb PFK inh	ELG1 genotoxic	p53 reactivation	TRPV1 ag	RORg inh
- COc1cccc(-c2nc(CS(=O)(=O)CC(=O)NCCCN3CCc4ccccc4C3)c(C)o2)c1
    -11%	10%[1.84 µM]	-2%	-3%	-1%	-10%	-2%	2%	-4%	13	0%
- CC12CCC(C(=O)NNc3ccccc3)(C(=O)C1=O)C2(C)C (centres undefined)
    -12%	-17%	-3%	0%	-2%	-4%	2%	12%	-1%	2	15%
- CC(C)c1cccc(C(C)C)c1NC(=O)CN1C(=O)NC2(CCCC2)C1=O
    1%	-5%	0%	2%	-16%	-1%	-2%	-5%	3%	1	-13%
- O=c1c(O)c(-c2ccc3c(c2)OCO3)oc2ccccc12
    ?	22%	?	11µM*	?	?	1%	10%	15%	3	6.3µM*
- COC(=O)c1cc(Br)c(=O)n(-c2cccc(F)c2)c1
    23%	12%	0%	?	-1%	-3%	0%	-1%	2%	-5	5%
- CCN(/C=N/c1sc2c(c1C#N)CCCCC2)CC
    ?	6.3µM*	4.8µM*	?	2.5µM*	3.2µM*	-5%	?	16%	?	-23%
- O=C(CCCN1C(=O)/C(=C/c2ccccc2Cl)SC1=S)NNC(=O)c1ccc(Cl)cc1
    22%	-71%	-4%	?	-25%	-27%	1%	-8%	-15%	0	?
- O=c1cc(-c2ccccc2)c2cc(Cl)c(O)c(CN3CCOCC3)c2o1
    23%	-19%	0%	5%	1%	-1%	2%	1%	1%	5	-2%
- CSc1ccc(OC2CCN(Cc3ccccc3)CC2)cc1
    -27%	-1%	?	-2%	0%	0%	0%	-7%	-10%	3	-3%
- COc1ccc(Cl)c(S(=O)(=O)N2CCCC2)c1
    -15%	20%	0%	0%	2%	1%	-3%	-7%	-5%	-1	-17%
- Cc1c(NC(=O)CN2C(=O)c3ccccc3C2=O)c(=O)n(-c2ccccc2)n1C
    0%	8%	1%	6%	-2%	-1%	0%	-1%	-5%	-5	11%
- Cc1cccc(C(C)C)c1NC(=O)c1cccnc1
    29%	7%	-8%	-2%	-1%	0%	13%	14%	10%	-3	2%
- FC(F)(F)c1cccc(OCCOCCn2cncn2)c1
    -4%	0%	2%	5%	-3%	-4%	-3%	-3%	-6%	1	-1%
- O=C(N/N=C/c1ccccc1O)C(=O)Nc1ccccn1
    -4%	3%	?	10µM*	-4%	12%	4%	-1%	9%	?	1.4µM*
- CCC(C)[C@H](NC(=O)N1CCn2c1nc1ccccc12)C(=O)NCC1CCCO1 (some centres undefined)
    12%	8%	2%	-11%	-4%	2%	0%	-1%	4%	1	3%
- O=S(=O)(Cc1ccccc1)N1CCN(Cc2ccc(F)cc2Cl)CC1
    ?	-9%	1%	4%	-3%	1%	-3%	-9%	-10%	13	21%
- Cc1nn(CC(=O)NCC(C)c2ccccc2)c(=O)c2cc(-c3ccccc3)nn12 (centres undefined)
    0%	-10%	-1%	-4%	-3%	2%	0%	-1%	2%	-1	-22%
- Cc1[nH]nc2ncc(C(=O)c3ccccc3O)cc12
    2.5µM*	12%	1%	5%	14%	-1%	0%	-17%	-2%	0	-2%
- COc1cccc(C(c2nnnn2CC2CCCO2)N2CCN(C(=O)c3ccco3)CC2)c1OC (centres undefined)
    -10%	1%	2%	3%	2%	-4%	-2%	5%	0%	-2	16%
- COc1ccc(NC2c3ncccc3C(=O)N2Cc2cccs2)cc1 (centres undefined)
    2%	3%	-5%	4%	-1%	-2%	-24%	-2%	0%	?	25%
- O=C1/C(=C\c2ccco2)SC(=S)N1C1CCS(=O)(=O)C1 (centres undefined)
    7%	-26%	-5%	-10%	-17%	-17%	-9%	-5%	-7%	6	-13%
- COc1c2ccccc2nc2ccccc12
    -9%	27%	-18%	?	16%	0%	-6%	0%	?	1	?
- Oc1ccc(/C=N/Nc2ncc(Cl)cc2Cl)cc1
    ?	13µM*	?	6%	15%	13%	11%	?	11%	19	?
- CCCN(CC(=O)Nc1ccccc1C)C(=O)CCCc1c[nH]c2ccccc12
    -3%	-4%	-4%	·	3%	-3%	-1%	-3%	?	7	·
- Cc1cc(C)nc(SCc2nnc(SCC(N)=O)o2)n1
    -1%	-7%	1%	-5%	-3%	-7%	1%	1%	-1%	1	5%
- CC(C)(C)c1ccc(-c2noc(CCC(=O)Nc3cccnc3)n2)cc1
    -4%	?	1.7µM*	?	-39%[inhibitor]	-37%[inhibitor]	1%	?	13%	?	0.063µM*
- COc1cccc(C2=NN(S(C)(=O)=O)C(c3cccs3)C2)c1 (centres undefined)
    ?	?	?	-5%	23%	2.8µM*	2%	15%	7%	-2	13%
- CCOC(=O)CCCSc1nc(-c2ccc3c(c2)OCO3)cc(C(F)(F)F)c1C#N
    9%	-18%	2%	-3%	0%	-3%	-1%	-1%	-4%	8	-6%[10 µM]
- COc1ccccc1CCCNC(=O)C1CCC(=O)N(CCc2ccc(Cl)cc2)C1 (centres undefined)
    ?	-11%	-7%	-12%	-3%	-1%	-5%	-14%	-4%	-3	?
- COc1ccc(NC(=O)CSc2nnc3ccc(-c4cccnc4)nn23)cc1
    1%	18%	0%	·	1%	-2%	9%	11%	-1%	0	·

# In the list so far, 2 have a furan ring, fused or not:
# Values in the order – ELG1 repair inh	BRCA1 expr up	FLuc modulator	VP16 counter	NPC1 prom act	Rab9 promoter act	Tb PFK inh	ELG1 genotoxic	p53 reactivation	TRPV1 ag	RORg inh
- COc1cccc(C(c2nnnn2CC2CCCO2)N2CCN(C(=O)c3ccco3)CC2)c1OC (centres undefined)
    -10%	1%	2%	3%	2%	-4%	-2%	5%	0%	-2	16%
- O=C1/C(=C\c2ccco2)SC(=S)N1C1CCS(=O)(=O)C1 (centres undefined)
    7%	-26%	-5%	-10%	-17%	-17%	-9%	-5%	-7%	6	-13%

# Reprinted at random: three records from the list.
# Values in the order – ELG1 repair inh	BRCA1 expr up	FLuc modulator	VP16 counter	NPC1 prom act	Rab9 promoter act	Tb PFK inh	ELG1 genotoxic	p53 reactivation	TRPV1 ag	RORg inh
- COc1cccc(C2=NN(S(C)(=O)=O)C(c3cccs3)C2)c1 (centres undefined)
    ?	?	?	-5%	23%	2.8µM*	2%	15%	7%	-2	13%
- COc1ccccc1CCCNC(=O)C1CCC(=O)N(CCc2ccc(Cl)cc2)C1 (centres undefined)
    ?	-11%	-7%	-12%	-3%	-1%	-5%	-14%	-4%	-3	?
- O=S(=O)(Cc1ccccc1)N1CCN(Cc2ccc(F)cc2Cl)CC1
    ?	-9%	1%	4%	-3%	1%	-3%	-9%	-10%	13	21%

# (next part)
# Values in the order – ELG1 repair inh	BRCA1 expr up	FLuc modulator	VP16 counter	NPC1 prom act	Rab9 promoter act	Tb PFK inh	ELG1 genotoxic	p53 reactivation	TRPV1 ag	RORg inh
- CCCCn1c(SCC(=O)N2CCCC2)nc2c1c(=O)n(C)c(=O)n2C
    -10%	-29%	3%	-6%	-4%	-1%	-7%	-1%	-4%	5	31%
- Cc1c(NC(=O)C(C)OC(=O)CNC(=O)c2ccc(C(C)(C)C)cc2)c(=O)n(-c2ccccc2)n1C (centres undefined)
    ?	-2%	?	-17%	18%	?	0%	1%	11%	4	66%
- CC(=O)Nc1ccc(S(=O)(=O)N(C)CC(=O)Nc2ccc(Br)cc2F)cc1
    ?	2%	9%	·	13%	1%	0%	-7%	4%	-7	·
- Cc1c(NC(=O)C(C)OC(=O)c2cccc([N+](=O)[O-])c2)c(=O)n(-c2ccccc2)n1C (centres undefined)
    -4%	-11%	4%	-4%	-6%	-3%	4%	1%	2%	-4	37%

# Screening data as filed in PubChem.
